TRPC4 agonist – opens the mouse TRPC4 cation channel | Q9QUQ5 | HEK293 TRPC4beta/mu-opioid, Fluo4 calcium fluorescence; stronger effect = higher value | B-score at 10 µM | 0.49% of 310,000 active;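 active means B-score above 5 SD of library B-scores, and initial fluorescence ratio not above library mean plus 5 SD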;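 further: positive B-score marks a calcium rise read as TRPC4 activation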
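Assay system: HEK293 stable line with TRPC4beta plus mu-opioid receptor. Times: dye 45 min RT, read 110 s. Measured by: kinetic Fluo4 calcium fluorescence. Measure: B score of integrated ratio. Controls: assay buffer as low control, maximal DAMGO as high control.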
aSyn 5UTR inh – 5' untranslated region of α-synuclein, MLPCN primary screen | AID 1813 | alpha-synuclein 5'UTR reporter, inhibitor activity | 0.82% of 300,000 active | inhibition, % (tested at 7.5 µM); in the data active means inhibition above about 60%; inconclusive means no clear call, values can overlap the other calls;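 further: H4 neuroglioblastoma cells stably carrying SNCA 5'UTR luciferase fusion; 0% = DMSO wells and 100% = positive control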
TRPC4 PAM – TRPC4 (mouse) allosteric potentiation; 0.42% of 310,000 active; B-score at 10 µM; HEK293 TRPC4beta/mu-opioid, DAMGO EC20, Fluo-4 Ca2+ flux; stronger effect = higher value; Q9QUQ5;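 active means B-score of calcium response area above 5 SD of library B-scores, with initial fluorescence ratio within 5 SD of library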;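 further: B-score of integrated fluorescence ratio over time as area under calcium response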
IEC-6 tox – counter-screen for KLF5 inhibitors: cytotoxicity in IEC-6 cells; IEC-6 cytotoxicity, luminescence viability; inhibition, % at 5 µM; 0.78% of 290,000 active; in the data active means inhibition above about 22%;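 further: 0% = plate median of test compound wells and 100% = cytotoxic reference compound wells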
MrgX1 antagonist – antagonists of human MrgX1 receptor; B-score at 10 µM; 1.3% of 310,000 active; AID 588676; MRGX1-HEK293 calcium flux, Fluo-4, BAM8-22 antagonism; stronger effect = lower value; Q96LB2;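 active means calcium-response B-score plate-corrected more than 3 library SD below zero, starting fluorescence within 5 deviations, no agonist response on first addition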;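 further: peak minus trough fluorescence over baseline after final BAM8-22 challenge near maximal dose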
Target sequence (Q96LB2 whole entry, looked up): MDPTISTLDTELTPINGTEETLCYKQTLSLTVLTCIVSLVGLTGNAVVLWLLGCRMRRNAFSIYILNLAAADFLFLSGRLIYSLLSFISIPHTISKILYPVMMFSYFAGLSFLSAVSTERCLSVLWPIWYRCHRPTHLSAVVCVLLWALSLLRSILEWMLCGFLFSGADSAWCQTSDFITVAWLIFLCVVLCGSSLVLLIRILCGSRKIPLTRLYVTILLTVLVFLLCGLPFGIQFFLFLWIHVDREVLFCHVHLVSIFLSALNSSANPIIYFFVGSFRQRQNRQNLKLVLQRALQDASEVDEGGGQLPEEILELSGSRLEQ
TRPC4 inh – blocks the mouse TRPC4 cation channel; Q9QUQ5; HEK293 TRPC4beta/mu-opioid, DAMGO-evoked Fluo4 calcium flux; stronger effect = lower value; B-score at 10 µM; 0.39% of 300,000 active; AID 2247;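 active means B-score over 3 SD under the library average, no early fluorescence shift, positive overall ratio signal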
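System: stable TRPC4beta/mu-opioid receptor HEK293 cells; Dosing: single-point compound dosing; Measured by: Fluo4 Ca2+ flux fluorescence; Read-out basis: per-well B score of integrated baseline-normalized Fluo4 ratio.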
TRPC6 inh – mouse TRPC6 channel inhibition; B-score at 10 µM; Q61143; AID 2553; 1.1% of 310,000 active; HEK293-TRPC6, membrane potential dye, ACh-evoked depolarization; stronger effect = lower value;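 active means B-score under library mean minus 3 SD, initial fluorescence not abnormally high, positive integrated signal ratio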;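 further: B-score derived from integrated fluorescence ratio over the kinetic read; more negative B-score means stronger inhibition of depolarization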
TRPC6 act – activates the mouse TRPC6 cation channel; 0.13% of 310,000 active; Q61143; AID 2550; HEK293-TRPC6 membrane potential dye fluorescence; stronger effect = higher value; B-score at 10 µM;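 active means B-score of the integrated fluorescence ratio above library mean plus 3 SD, and starting fluorescence ratio within library mean plus 5 SD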;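 further: higher score means more depolarization so channel activation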
HIF act – HIF pathway transcriptional activation. U2OS HRE-luciferase reporter, luminescence; normalized: DMSO 0%, desferrioxamine 100%. activation, % at 7.5 µM (by protocol). 0.32% of 300,000 active. AID 1910;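 active means mean activation of at least 10% of the iron chelator positive control signal, with at least half of replicates also reaching 10%; inconclusive means mean and replicate majority disagree about reaching 10%; inactive means mean and most replicates under 10%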
SKKanGAS inh – blocks kanamycin growth of S. pyogenes SKKanGAS strain | BacTiter-Glo, 6 h | 1.3% of 300,000 active | AID 1662 | inhibition, % at 7.5 µM;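 active means mean replicate score, as percent of positive control median, at least 50; inconclusive means mean below 50 but one replicate at or above 50; inactive means mean and every replicate below 50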;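 further: strain carries kanamycin resistance gene driven by streptokinase promoter and grows in 40 µg/ml kanamycin; loss of luminescence reflects streptokinase promoter inhibition or plain growth inhibition; 0% = median of DMSO wells and 100% = positive control at its reference dose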
KLF5 inhibitor – suppresses KLF5 promoter-driven expression. DLD-1 KLF5 promoter-luciferase reporter, luminescence. inhibition, % at 5 µM. 0.23% of 290,000 active;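 active means inhibition above a per-plate limit of that plate's mean compound inhibition plus 3 SD, cut at about 60% in these data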;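 further: 0% = DMSO wells and 100% = LY294002 at 200 µM; higher means less KLF5 promoter-driven luciferase light; inactives centre near -14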
* = called active by the depositor; i = inactive; ? = inconclusive; . = not tested or not shown.

mol | TRPC4 agonist | aSyn 5UTR inh | TRPC4 PAM | IEC-6 tox | MrgX1 antagonist | TRPC4 inh | TRPC6 inh | TRPC6 act | HIF act | SKKanGAS inh | KLF5 inhibitor
COn1c(=O)c(-c2ccccc2)[n+]([O-])c2ccccc21 | i | -12 | i | 1 | i | i | i | i | 1.6 | 2 | -22
Cc1cccc(NC(=O)Cc2ccc(F)cc2)c1 | i | -48 | i | -4 | i | i | i | i | 0.4 | -3 | -50
O=C(O)CSC1=NC(=Nc2ccc(Cl)cc2)C2(CCCCC2)N1c1cccc(C(=O)O)c1 | i | -31 | i | 0 | i | i | i | i | 0.1 | -5 | -19
CCc1ccccc1NC1=NCC(=O)N1Cc1ccccc1 | i | 8 | i | -8 | i | i | i | i | -2.8 | 3 | -39
COc1cc(OC)cc(C(=O)NNC(=O)NC2CCCCC2)c1 | i | 4 | i | 5 | -7* | i | i | i | -0.3 | -5 | 33
CCCN1CCC(=O)N(CCO)CC1 | i | 7 | i | 8 | i | i | i | i | 0.2 | 2 | 2
Nn1c(SCC(=O)Nc2ccc3c(c2)OCCO3)nnc1-c1ccncc1 | i | -15 | i | 1 | i | i | i | i | -0.5 | -1 | 2
COc1ccc(C(=O)COC(=O)[C@H](C)Nc2ccc(C(F)(F)F)cc2[N+](=O)[O-])c(OC)c1 | i | -5 | i | 2 | i | i | i | i | -0.2 | 23 | -19
CCCCCCCCC(=O)NCCOc1ccccc1 | i | -6 | i | 6 | i | i | i | i | -0.3 | -8 | -8
CCN(CC(=O)Nc1c(F)cccc1F)C(=O)c1ccc2c(c1)NC(=O)C(C)S2 (stereo not drawn) | i | 17 | i | . | i | i | i | i | -0.1 | -16 | .
Nc1nc2ncc(C(=O)c3cc(Cl)cc(Cl)c3O)cc2s1 | i | -4 | i | 3 | i | i | i | i | 0.3 | 25 | -15
Cc1cccc(C(=O)Nc2sc(C(=O)N3CCCC3)c(C)c2C#N)c1 | i | 10 | i | 6 | i | i | i | i | -4.4 | 21 | 3
CC(=O)N[C@@H](C)C(=O)N1CCC(n2nccc2NC(=O)CCCc2ccccc2)CC1 | i | -31 | i | 0 | i | i | i | i | 2.0 | -3 | -10
Cc1ccccc1OCC(=O)NC(Cc1c[nH]c2ccccc12)C(=O)O (stereo not drawn) | i | -6 | i | 0 | i | i | i | i | -0.1 | 2 | 2
Cc1ccc(C(=O)Nc2ccccc2C(N)=O)o1 | i | -78 | i | -5 | i | i | i | i | 1.3 | 3 | -42
COc1ccc(C2C(C(=O)OCC3CCCO3)=C(C)NC3=C2C(=O)CC(c2ccco2)C3)cc1O (stereo not drawn) | i | 4 | i | -7 | i | i | i | i | -0.4 | -6 | -17
Cc1nc(SCc2cccc(Oc3ccccc3)c2)n[nH]1 | i | -57 | i | -4 | i | i | i | i | 1.1 | 8 | -37
COC(=O)c1ccccc1NC(=O)NCc1ccccn1 | i | -9 | i | -13 | i | i | i | i | 0.1 | -4 | -22
C[C@H]1CN=C(Nc2ccccc2)N1CC1CCCCCC1 | i | -4 | i | 4 | i | i | i | i | 0.0 | 1 | 4
CCOc1ccccc1NC(=O)CCNC(=O)c1ccco1 | i | -2 | i | -2 | i | i | i | i | -1.2 | -2 | -18

Four of the entries above in order of the KLF5 inhibitor value, high to low.
Molecule	KLF5 inhibitor
C[C@H]1CN=C(Nc2ccccc2)N1CC1CCCCCC1	4
Nc1nc2ncc(C(=O)c3cc(Cl)cc(Cl)c3O)cc2s1	-15
Cc1nc(SCc2cccc(Oc3ccccc3)c2)n[nH]1	-37
Cc1ccc(C(=O)Nc2ccccc2C(N)=O)o1	-42

(further entries)
mol | TRPC4 agonist | aSyn 5UTR inh | TRPC4 PAM | IEC-6 tox | MrgX1 antagonist | TRPC4 inh | TRPC6 inh | TRPC6 act | HIF act | SKKanGAS inh | KLF5 inhibitor
O=C(COC(=O)c1ccco1)c1ccc(Cl)cc1 | i | -34 | i | 9 | i | i | i | i | 1.0 | 5 | 2
Cc1cc(C)c(NC(=O)CCCN2CCN(C)CC2)c(C)c1 | i | -1 | i | 4 | i | i | i | i | -0.3 | 2 | 0
O=C(Cn1ncc2c([nH]c3ccccc32)c1=O)N1CCN(c2ccccc2F)CC1 | i | -5 | i | -1 | i | i | i | i | 0.2 | -15 | -14
COc1ccc(C)cc1NS(=O)(=O)c1ccc2c(c1)N(C)CCO2 | i | -8 | i | 6 | i | i | i | i | -0.2 | 1 | -29
Cc1cc(C(=O)NCC(=O)OCC(=O)N2CCCCCC2)ccc1[N+](=O)[O-] | i | -6 | i | -4 | i | i | i | i | 0.0 | -6 | -7
O=C(Nc1cccc2ccccc12)C1CCN(C(=O)NCc2ccccc2)CC1 | i | 17 | i | 1 | i | i | i | i | 0.8 | 2 | -7
Cc1oc(C)c(C(=O)O)c1COc1ccc(C(=O)O)cc1 | i | 2 | i | 1 | i | i | i | i | 1.7 | 2 | -9
CCCC(=O)Nc1cc2c(cc1C(C)=O)OCCO2 | i | 5 | i | -6 | i | i | i | i | -0.1 | -3 | 1
CC(C)(C)N(NC(=O)Nc1ccc(Cl)cc1)C(=O)c1ccccc1 | i | -10 | i | 6 | i | i | i | i | 0.0 | 3 | 1
CCOC(=O)c1c(-c2ccccc2)c(C(C)=O)c(=O)n(C)c1C | i | 15 | i | . | i | i | i | i | -0.3 | 0 | .
CCOc1ccc(OCCN2C(=O)NC3(CCCc4ccccc43)C2=O)cc1 (stereo not drawn) | i | 6 | i | -1 | -5.5* | i | i | i | -0.7 | -3 | 9
CCOc1ccccc1C(=O)NC(C(=O)NCc1ccc(F)cc1)C(C)C (stereo not drawn) | i | 12 | i | -4 | i | i | i | i | -0.9 | -1 | -16
COc1ccc(-c2nc3ccccc3c(=O)n2CCOc2cccc(C)c2C)cc1 | i | -20 | i | 8 | i | i | i | i | 0.2 | 17 | 15
COc1ccc2oc(C(=O)OCC(=O)N3CCCC(C)C3)c(C)c2c1 (stereo not drawn) | i | -20 | i | . | i | i | i | i | 0.7 | 2 | .
CCOC(=O)C1CCN(S(=O)(=O)c2cccc(-c3cn4cc(Cl)ccc4n3)c2)CC1 | i | 14 | i | 0 | i | i | i | i | 0.1 | 5 | -20
CC(C)(C)NC(=O)NC(=O)Cn1cc(C(F)(F)F)ccc1=O | i | -1 | i | 2 | i | i | i | i | 0.2 | -5 | -18
Cn1nccc1C(=O)OCC(=O)Nc1ccccc1Cl | i | 4 | i | -4 | . | i | i | i | -11 | 8 | -4
CCc1ccc(N(C(=O)c2snc(C(N)=O)c2N)C(C(=O)NCC2CCCO2)c2cccs2)cc1 (stereo not drawn) | i | -29 | i | 0 | i | i | i | i | 0.4 | 8 | -37
CC1CCc2c(sc(N)c2C(=O)OC(C)C)C1 (stereo not drawn) | i | 6 | i | -2 | i | i | i | i | 0.3 | 0 | -7
Cn1c(=NC(=O)C2CC2)sc2cccc(F)c21 | i | -36 | i | 3 | i | i | i | i | 1.0 | -1 | -14
Cn1ncc(Br)c1C(=O)Nc1c(F)c(F)cc(F)c1F | i | 13 | i | 0 | i | i | i | i | -0.6 | 6 | -27
CCCc1nnc(NC(=O)CN2C(=O)C3C4C=CC(C4)C3C2=O)s1 (stereo not drawn) | i | 4 | i | 4 | i | i | i | i | -0.3 | 1 | 0
CCCCCCCN1C(Nc2ccccc2)=NC[C@@H]1CC(C)C | i | -28 | i | 6 | i | i | i | i | -0.1 | 3 | 0
CCOc1ccc(NC(=O)CSc2nccn2Cc2ccco2)cc1 | i | -31 | i | -2 | i | i | i | i | 1.5 | -4 | -109
Cc1cc(C(F)(F)F)nn1CC(=O)Nc1ccc2c(c1)OCO2 | i | -4 | i | 1 | i | i | i | i | 0.3 | -3 | -2
Cc1cc(C(=O)COc2ccc(C#N)cc2)c(C)n1C1CC1 | i | 4 | i | . | i | i | i | i | 0.9 | -3 | .
CC(C)C(=O)N1CCN(c2ccc(NC(=O)COc3ccccc3[N+](=O)[O-])cc2)CC1 | i | 34 | i | -2 | i | i | i | i | ? | 5 | -20
COc1ccc(OC)c(NC(=O)c2cccc(S(=O)(=O)N3CCN(C(C)=O)CC3)c2)c1 | i | 4 | i | -4 | i | i | i | i | 0.0 | 4 | -33
O=C(O)c1cnn(-c2ccccc2)c1-c1ccccc1 | i | 7 | i | 6 | i | i | i | i | -0.4 | 1 | 4
O=C(CSc1cn(CCNC(=O)c2cccs2)c2ccccc12)NC1CCCCC1 | i | 8 | i | -3 | i | i | i | i | 0.2 | 0 | -7
Cc1cc(C)c2nc(/N=C(\N)NC(=O)Nc3ccccc3)nc(C)c2c1 | i | -20 | i | 0 | i | i | i | i | -1.2 | 36 | -15
COc1ccc(N2CCN(c3nccs3)CC2)cc1 | i | -154 | i | 4 | i | i | i | i | 2.1 | -2 | -90
CN(C)Cc1c(C#N)c2ccccc2n1C | i | 17 | i | -1 | i | i | i | i | -0.3 | -8 | -16
CCCn1c(=O)c(C(=O)NNC(=O)c2cccc([N+](=O)[O-])c2)c(O)c2ccccc21 | i | -1 | i | 4 | i | i | i | i | -0.3 | 19 | -12
CCC(C)NC(=O)Cn1cc2c(n1)CCC(C)C2 (stereo not drawn) | i | -13 | i | -8 | i | i | i | i | -0.4 | -10 | 1
O=C(c1cnn(C(=O)c2cccc(S(=O)(=O)N3CCOCC3)c2)c1)c1cc(Cl)cc(Cl)c1O | i | 2 | i | 7 | i | i | i | i | 0.2 | 12 | 9
Nc1cc(N)nc(SCC(=O)NCc2ccco2)n1 | i | -8 | i | -3 | i | i | i | i | 0.3 | -4 | -45
COc1cccc2sc(NNC(=O)C3=COCCO3)nc12 | i | -53 | i | 1 | i | i | i | i | 4.1 | -4 | -10
